# Source: PubChem
# M5 ag: agonists of human muscarinic M5 receptor (CHRM5); P08912; activation, % at 3 µM; CHO-K1 hM5 cells, Fluo-8 calcium fluorescence; 0% DMSO wells, 100% maximal acetylcholine response; 0.19% of 360,000 active;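 active = activation above the run's mean over test compounds plus 3 SD, cut at about 23% in these data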;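 also: signal is peak over basal fluorescence ratio across the kinetic read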
# Target sequence (P08912 whole entry, looked up): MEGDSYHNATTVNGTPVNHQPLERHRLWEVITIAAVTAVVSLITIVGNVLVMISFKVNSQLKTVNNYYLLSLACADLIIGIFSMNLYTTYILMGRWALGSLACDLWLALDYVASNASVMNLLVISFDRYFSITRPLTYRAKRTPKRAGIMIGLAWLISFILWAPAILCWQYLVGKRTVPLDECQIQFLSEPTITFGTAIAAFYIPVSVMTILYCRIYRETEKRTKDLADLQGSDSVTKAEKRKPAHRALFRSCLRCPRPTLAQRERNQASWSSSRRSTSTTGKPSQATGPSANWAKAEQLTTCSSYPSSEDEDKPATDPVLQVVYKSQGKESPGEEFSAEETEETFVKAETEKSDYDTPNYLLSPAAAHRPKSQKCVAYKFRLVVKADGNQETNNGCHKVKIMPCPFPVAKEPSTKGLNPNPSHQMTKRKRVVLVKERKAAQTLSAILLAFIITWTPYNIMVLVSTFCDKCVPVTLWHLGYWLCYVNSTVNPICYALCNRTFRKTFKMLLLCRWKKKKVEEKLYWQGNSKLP
# CHRM4 agonist: CHRM4 agonism in calcium assay | CHO-K1 hM4/Gqi5, Fluo-8 calcium fluorescence; vehicle 0%, full acetylcholine response 100% | activation, % at 3 µM | 0.14% of 360,000 active;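 active = activation above the run mean over all test wells plus 3 SD, cut at about 32% in these data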;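 also: peak over basal fluorescence ratio per well then scaled between controls; 0% = DMSO wells and 100% = acetylcholine at EC100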
# Target sequence (P08173 whole entry, looked up): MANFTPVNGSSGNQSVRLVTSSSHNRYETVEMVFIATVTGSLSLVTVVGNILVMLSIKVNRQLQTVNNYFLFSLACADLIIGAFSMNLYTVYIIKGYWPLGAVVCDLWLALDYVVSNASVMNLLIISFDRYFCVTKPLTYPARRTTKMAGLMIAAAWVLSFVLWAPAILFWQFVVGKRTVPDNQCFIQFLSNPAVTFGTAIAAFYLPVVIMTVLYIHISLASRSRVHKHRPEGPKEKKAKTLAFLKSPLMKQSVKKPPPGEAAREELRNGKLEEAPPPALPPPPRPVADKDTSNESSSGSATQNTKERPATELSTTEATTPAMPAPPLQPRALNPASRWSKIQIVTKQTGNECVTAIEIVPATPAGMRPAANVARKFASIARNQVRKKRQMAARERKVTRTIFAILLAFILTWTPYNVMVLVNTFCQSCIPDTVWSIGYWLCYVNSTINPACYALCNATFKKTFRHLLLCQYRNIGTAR
# CHRM5 antagonist: blocks acetylcholine activation of human M5 receptor | CHO-hM5 cells, Fluo-8 calcium fluorescence, ACh EC80 | inhibition, % at 3 µM | 0.59% of 360,000 active;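 active = inhibition above a per-plate cutoff, the mean of that plate's test compounds plus 3 SD, cut at about 27% in these data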;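 also: 0% = acetylcholine EC80 with DMSO and 100% = DMSO without agonist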
# M4 antag: CHRM4 antagonism in calcium assay | inhibition, % at 3 µM | P08173 | CHO-hM4 cells, ACh EC80, Fluo-8 calcium fluorescence | 0.73% of 360,000 active | AID 624125;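 active = inhibition above its plate's cutoff, the mean inhibition of sample wells plus 3 SD, cut at about 27% in these data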;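 also: 0% = acetylcholine EC80 with DMSO and 100% = DMSO without agonist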
# CHO-K1 Ca antag: counter-screen for M1 antagonists: effect in parental CHO-K1 cells; ATP-induced calcium, Fluo-8 fluorescence; inhibition, % at 3 µM; 0.6% of 360,000 active;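 active = inhibition above a per-plate cutoff, the plate's mean sample inhibition plus 3 SD, cut at about 24% in these data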;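 also: 0% = DMSO plus EC80 ATP and 100% = DMSO alone without ATP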
# CHRM4 PAM: positive allosteric modulators of human muscarinic M4 receptor | P08173 | CHO-K1 hM4/Gqi5, Fluo-8 calcium fluorescence, ACh EC20; 0% = ACh EC20, 100% = maximal ACh | activation, % at 3 µM | 0.4% of 360,000 active | AID 624126;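 active = activation above its plate's cutoff, the mean activation of sample wells plus 3 SD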; also: some results filed as inactive read as strong as hits
# CHO-K1 Ca ag: nonselective activator or artifact in parental CHO-K1 cells; activation, % at 3 µM; AID 602248; Fluo-8 calcium fluorescence; scaled to maximal ATP response, vehicle zero; 0.48% of 360,000 active; in the data active = activation above about 15%;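 also: untransfected CHO-K1 host cells lacking M1 receptor as counterscreen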
# M5 PAM: positive allosteric modulators of human muscarinic M5 receptor; CHO-K1 hM5, Fluo-8 calcium, ACh EC20 PAM; 0% = ACh EC20, 100% = ACh EC100; activation, % at 3 µM; 0.3% of 360,000 active; AID 624038;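 active = activation above the run cutoff, the mean activation of all test compounds plus 3 SD, cut at about 18% in these data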
#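 system = human M5 receptor in CHO-K1 cells | compound = one concentration, 3 µM final (nominal) | schedule = Post-acetylcholine fluorescence recording 140 s | signal = Fluo-8 calcium dye fluorescence, kinetic read | benchmarks = low control EC20 acetylcholine (0%), high control EC100 acetylcholine (100%) | repeats = singlicate, one well per test compound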
# M1 PAM parental: M1 PAM counterscreen hit in parental CHO-K1 cells; ATP EC20, Fluo-8 calcium fluorescence; 0% at ATP EC20, 100% at ATP max; activation, % at 3 µM; 0.02% of 360,000 active;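 active = activation above the run cutoff, the mean activation of all test compounds plus 3 SD, cut at about 40% in these data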;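 also: peak over basal fluorescence ratio in a 140 s read after ATP addition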
# * marks the source's active call; other numbers are inactive results.
# Values run as follows: M5 ag, CHRM4 agonist, CHRM5 antagonist, M4 antag, CHO-K1 Ca antag, CHRM4 PAM, CHO-K1 Ca ag, M5 PAM, M1 PAM parental
- CC1CN(c2cc(=O)n(-c3ccc(Cl)cc3)c(=O)[nH]2)CC(C)O1 (stereo unspecified)
    2.2, 0.3, -0.6, 5.8, 0.7, 2.5, 0.8, 5.0, 15.1
- Cc1ccc2[nH]c(C(=O)O)c(-c3ccccc3)c2c1
    -2.8, -0.1, 2.0, -3.3, 10.6, 6.0, -0.3, 4.1, -7.7
- CCOC(=O)C(CC)/C(C)=N\NC(=O)c1ccccc1O (stereo unspecified)
    1.6, 2.2, 0.0, -8.8, 6.4, 14.0, 0.9, 10.0, -4.1
- CCC(CC)C(=O)Nc1nnc(SCC(=O)NC(C)(C)C)s1
    2.0, 0.6, 3.9, 1.3, -8.8, 0.1, 9.5, 0.4, 32.6
- CCC(CC)COC(=O)C1=C(C)NC(=O)NC1c1ccc([N+](=O)[O-])cc1 (stereo unspecified)
    -2.4, -1.5, 10.1, 12.8, 1.3, -6.6, 0.0, -5.8, 0.0
- Cc1cccc(N(CC(=O)NCc2ccccc2)C(=O)CCC(=O)Nc2nccs2)c1
    -1.0, 2.3, -1.2, -28.4, 15.9, 14.2, -0.1, -4.0, -25.6
- CCOC(=O)[C@@H](NC(=O)CC[C@H]1O[C@@H](n2cc(C)c(=O)[nH]c2=O)C[C@@H]1O)C(C)C
    1.8, 0.6, -6.7, 4.8, 0.7, 0.5, 1.5, 7.0, 22.5
- CCN(CC)C(=O)Cn1cc(S(=O)(=O)CC(=O)NCc2ccc(F)cc2)c2ccccc21
    -1.6, 1.2, -11.5, -2.8, 3.7, 0.0, 0.5, -1.0, -11.9
- CCCc1nnc(NC(=O)Cn2c(=O)sc3ccccc32)s1
    12.1, 2.8, -2.8, 1.7, -8.0, 3.5, 2.8, -0.9, 6.6
- Cc1cccc(C)c1OCc1n[nH]c(=S)o1
    2.6, 1.4, 3.9, -10.6, 1.4, 6.1, -0.1, -0.9, 0.8
- Nc1ncnc2c1ncn2[C@@H]1O[C@H](CNC(=O)[C@@H](N)Cc2ccc(C(F)(F)F)cc2)[C@@H](O)[C@H]1O
    2.9, 0.6, 8.9, -2.8, -11.1, 3.1, 0.6, -7.6, 13.6
- O=C(O)c1ccc(/C=N/NC(=S)NCCN2CCOCC2)cc1
    5.6, 1.6, 2.9, 2.8, -11.7, 4.2, 0.0, 7.3, -1.0
- COc1ccccc1-n1c(C)cc(C=O)c1C
    -3.4, 1.3, -3.0, -3.5, -12.4, 7.7, 1.3, -2.8, 26.0
- CC(C)C[C@H]1CNC(=O)C(=O)N1CC1CCN(CC2CCC(C)CC2)CC1 (stereo partly specified)
    -1.6, 0.0, 0.3, 2.8, 22.2, -8.9, -0.3, 3.9, -8.0
- COC(=O)c1cc2nc(-c3ccc(OC)cc3)cc(C(F)(F)F)n2n1
    -2.2, 0.7, -5.5, -18.2, -3.6, 9.0, 0.1, 0.3, 6.3
- CCN(CC)CCC(c1ccc2c(c1)OCO2)c1c(OC)cc(OC)c2ccc(=O)oc12 (stereo unspecified)
    -6.2, 1.7, 2.9, -1.2, -20.4, 2.9, 1.1, 2.9, 18.0
- O=C(c1ccc(O)c(Br)c1)c1cc(Br)ccc1O
    7.9, 18.4, 11.6, 1.3, -12.2, 3.2, 11.1, -15.3, 9.2
- O=C(COC(=O)c1ccccc1NCCO)NCc1cccs1
    0.5, 1.5, 9.1, -5.7, -5.1, 0.6, 0.7, -7.1, 3.0
- COc1ccc(S(=O)(=O)N(C)C[C@H]2Oc3c(NC(=O)Nc4ccccc4)cccc3C(=O)N([C@H](C)CO)C[C@@H]2C)cc1
    1.5, 16.0, 11.4, 6.6, 3.8, -8.6, 3.4, -7.0, -1.4
- CCOc1ccc(N(C(=O)c2snc(C(N)=O)c2N)C(C(=O)NCC2CCCO2)c2ccc(C)o2)cc1 (stereo unspecified)
    -0.6, 0.2, 0.8, 6.5, -15.5, -4.5, -0.2, 8.7, 13.7
- O=[N+]([O-])c1ccccc1/C=C/C=N/Nc1nc(N2CCCCC2)nc(N2CCCCC2)n1
    -3.9, -0.5, 7.7, 0.8, 11.0, 0.8, -0.6, -6.7, -5.8
- COc1ccc(N(CC(=O)Nc2ccc(S(=O)(=O)N3CCOCC3)cc2)S(=O)(=O)c2ccccc2)cc1
    -2.5, 11.9, 7.7, -2.2, 1.3, -7.0, 4.5, -12.7, 15.8
- CC(C)NC(=O)c1onc(CSc2cccc(F)c2)c1C(=O)O
    0.0, -0.6, 9.5, 4.8, -4.9, 4.3, -0.4, -4.5, -15.3
- Cc1[nH]c(C)c(S(=O)(=O)NCc2ccccc2Cl)c1C(=O)N1CCCC1
    -4.8, 0.2, 19.2, 2.9, 4.3, -9.1, -0.4, -4.4, -10.3
- Cc1cc(C)cc(NC(=S)N2CCC(NC(=O)c3ccccc3C)CC2)c1
    0.5, 1.9, 3.2, -0.2, -9.8, -0.7, 0.2, -3.0, 6.7
- Cc1cc(C)cc(OCc2nnc(SCC(=O)OC(C)C)o2)c1
    -5.1, -1.9, 2.3, -0.7, -6.5, 7.6, 0.5, -2.3, 20.3
- O=C(c1ccc(Cl)c(S(=O)(=O)N2CCCC2)c1)N1CCN(Cc2ccccc2)CC1
    -4.9, 4.8, 0.9, -25.7, -13.8, 2.4, 1.7, -2.1, -8.2
- O=C(Oc1ccc(=O)[nH]n1)c1ccccc1
    3.5, 0.6, -0.3, -10.5, -4.1, 5.8, 0.6, 1.4, 5.6
- O=C(O)c1cccc(Nc2nc(Nc3ccccc3)nc(N3CCCC3)n2)c1
    -0.9, -0.4, -4.0, -6.1, -4.9, 24.8*, -0.3, 12.0, 0.0
- CN=C1SC(CC(=O)Nc2c(C)cccc2C)C(=O)N1/N=C/c1cccs1 (stereo unspecified)
    0.5, 2.3, 9.7, -2.5, -9.8, -0.6, 2.6, -7.1, 15.5

# Some of the entries above in another layout:
mol | M5 ag | CHRM4 agonist | CHRM5 antagonist | M4 antag | CHO-K1 Ca antag | CHRM4 PAM | CHO-K1 Ca ag | M5 PAM | M1 PAM parental
CCOC(=O)C(CC)/C(C)=N\NC(=O)c1ccccc1O (stereo unspecified) | 1.6 | 2.2 | 0.0 | -8.8 | 6.4 | 14.0 | 0.9 | 10.0 | -4.1
CCC(CC)C(=O)Nc1nnc(SCC(=O)NC(C)(C)C)s1 | 2.0 | 0.6 | 3.9 | 1.3 | -8.8 | 0.1 | 9.5 | 0.4 | 32.6
CCC(CC)COC(=O)C1=C(C)NC(=O)NC1c1ccc([N+](=O)[O-])cc1 (stereo unspecified) | -2.4 | -1.5 | 10.1 | 12.8 | 1.3 | -6.6 | 0.0 | -5.8 | 0.0

# (continued)
# Values run as follows: M5 ag, CHRM4 agonist, CHRM5 antagonist, M4 antag, CHO-K1 Ca antag, CHRM4 PAM, CHO-K1 Ca ag, M5 PAM, M1 PAM parental
- O=C(CCc1ccccc1)NCC(=O)N/N=C/c1ccc(O)cc1O
    -0.5, -1.1, 8.2, -6.0, -16.0, -8.3, 0.4, -1.7, 29.8
- CCCCS(=O)CC(CS(=O)CCCC)OC(=O)c1ccc(C)cc1 (stereo unspecified)
    2.9, 0.5, -2.9, -9.5, -14.9, 15.1, 0.5, 9.4, 15.7
- CC(C)(C)SCCNC(=O)/C=C/c1cccc([N+](=O)[O-])c1
    -2.7, 2.4, 1.9, -3.6, 9.0, -5.1, 0.7, -0.8, 0.2
- CC1CCC2(CC1)NC(=O)N(CC(=O)N1CC(C)CC(C)C1)C2=O (stereo unspecified)
    -1.3, -0.4, 12.6, 12.3, -12.6, -1.5, -0.1, -6.3, 1.9
- CCN1CCN(C(=O)CS(=O)Cc2nc(-c3ccc(OC)cc3)oc2C)CC1 (stereo unspecified)
    0.7, -0.1, 3.0, 5.9, -5.1, -2.2, 0.6, -0.4, 7.0
- COC(=O)c1nn(-c2ccc3c(c2)OCO3)cc1O
    1.0, 0.3, -12.9, -4.5, -15.0, 18.4, 0.4, 15.9, 19.1
- FC(F)(F)C(F)(F)c1nnc2ccc(-n3ccnc3)nn12
    1.1, 11.0, 12.4, -5.7, -12.3, -5.7, 2.1, -15.1, 9.7
- COc1ccc(OCCCC(=O)Nc2cccc([N+](=O)[O-])c2C)cc1
    -1.5, 2.4, -6.8, -9.8, -4.8, -1.5, 1.0, -1.9, 1.4
- O=C(Nc1ccc(Cl)cn1)C1CCN(S(=O)(=O)c2cccs2)CC1
    0.6, 10.4, 0.2, -12.4, -16.6, -6.0, 8.8, -10.4, 6.5
- COc1nc(-c2ccc(C)cc2)ccc1-c1noc(-c2ccco2)n1
    -1.3, 1.3, -5.9, 5.6, -14.9, 15.4, -0.3, 27.9*, 19.9
- COc1ccc(O)c(C(=O)c2cnc3c(c2)c(=O)[nH]c(=O)n3C)c1
    -0.9, 0.5, -4.8, -14.4, -11.1, 15.3, 0.8, -0.6, 17.2
- CC(C)C[C@@H](CN1CCCC1CN1C(=S)NC[C@@H]1Cc1ccc(O)cc1)N1C[C@H](Cc2ccc(O)cc2)N(CC2CCCCC2)C1=S (stereo partly specified)
    1.1, -0.3, 8.2, 10.9, -2.3, 0.3, 0.4, -3.0, 2.1
- COc1ccc(-c2cc3c(=O)n(CC(=O)Nc4cccc(Cl)c4)ncn3n2)cc1
    -3.6, 0.4, 4.4, 3.8, -8.8, 1.8, 1.7, 1.2, 11.1
- CC1CCN(C(=O)Cn2c(=O)n(-c3ccc(F)cc3)c(=O)c3sccc32)CC1
    3.3, -1.6, -5.2, 3.8, -10.7, 6.7, 0.4, 4.2, 13.2
- Cc1cc(F)cc(-c2cc(C(=O)NCc3ccc(C(F)(F)F)cc3)[nH]n2)c1
    -1.4, 2.9, 0.7, 0.0, 8.2, 1.8, 1.4, -2.6, 1.5
- Cc1ccccc1-c1nc(C#N)c(NCc2ccco2)o1
    -3.3, -0.4, 13.4, 1.4, 28.1*, -3.0, -0.5, -7.8, -13.2
- CC(C)(C)c1ccc(/C=C/C(=O)O)s1
    -1.1, 0.7, -12.4, -0.6, -7.2, -3.6, 0.2, 6.2, 19.8
- O=C(CCCNS(=O)(=O)c1ccc(Cl)c(Cl)c1)NCCc1ccccn1
    -0.2, 0.4, -1.1, -2.7, -13.3, -5.0, 0.3, 8.2, 12.2
- CCOC(=O)c1c(C2CC2)csc1NC(=O)CSCc1c(C)noc1C
    -10.2, -0.9, -11.2, 6.7, -7.2, 4.9, 0.1, 9.2, 11.7
- Cc1n[nH]c(=O)c2c(NC(=O)CSc3ccc(F)cc3)oc(C)c12
    4.7, 0.8, 1.9, -5.0, 21.5, 2.6, 0.4, 0.0, -11.3
- CCCCN(C)CCCNC(=O)Cn1cc2c(n1)-c1c(oc(C(=O)N3CCCC3)c1C)CC2
    -0.9, 0.1, -1.4, -5.2, 0.6, 1.5, 1.5, 6.9, 15.2
- Cc1ccc(NS(=O)(=O)c2cc(C(=O)O)ccc2Cl)c(C)c1
    -1.6, 1.0, -1.0, 6.9, 0.8, 6.9, 2.4, 0.5, 4.8
- O=C(CC1SC(=Nc2ccccc2)N(CCc2c[nH]c3ccccc23)C1=O)Nc1ccccc1F (stereo unspecified)
    0.2, 2.0, 2.6, 2.1, 3.6, -2.6, -0.1, 0.3, 17.8
- CCN(CC)C(=O)c1[nH]cnc1C(=O)N[C@@H](CC(C)C)C(=O)OC(C)(C)C
    0.9, -0.3, 7.1, -7.7, -5.8, 13.2, -0.4, 4.8, 5.0
- O=S(=O)(CCc1nc2ccccc2o1)c1ccc2ccccc2c1
    -3.5, 1.2, -2.7, -3.0, -1.3, 6.8, 0.8, -0.2, 18.0
